Assay outcomes as filed in PubChem BioAssay.
Chronic BCR inh: qHTS Assay to Find Inhibitors of Chronic Active B-Cell Receptor Signaling | ABC-DLBCL IkBa-CBG/CBR reporter, luminescence ratio, 4 h | 0.05% of 340,000 active | Potency, µM (highest dose often 46.1 µM), for inactives: at the top dose ratio change, negative = lower green/red ratio, usual class: inhibitors | AID 493014, 2011; active = well fitted inhibition curve with a large enough effect in the signal ratio, with a control signal flat, not every such curve was filed as active; inconclusive = small, poorly fitted or top-dose-only effect, or effect the other way, or a change in a side signal; the % refers to the signal ratio;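 also: potency is read from the fitted curve at half-maximal effect; plate controls were basal doxycycline-induced cells for no effect and cells given 10 µM MG132 for full effect; MG132 reads +100%, hits lower the ratio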
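Concentration-response series (up to 46 uM) were applied to TMD8 dual-reporter cells for 4 h at 37C with doxycycline. Green/red ratio, after filter-overlap correction, defined %Activity; red signal alone was normalised to basal cells and zero luminescence.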
hERG WT inh: qHTS for Inhibitors of KCHN2 3.1: Wildtype qHTS; 0.37% of 340,000 active; AID 720551, 2013; activity change, % at 1.84 µM; Voltage-gated inwardly rectifying potassium channel KCNH2 (Homo sapiens), Q12809; U2OS, BacMam KCNH2, thallium flux FluxOr; active compounds read low;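 active = maximum activity change below -70%; inconclusive = maximum activity change between -70% and -50%; inactive = maximum activity change above -50%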
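U2OS cells were transduced with wild-type KCNH2 virus (2.03 x 10^8 / mL) for 4 h at room temperature, then cultured overnight at 37 C. Thallium flux was read with FluxOr dye. Rate constants were normalized to DMSO controls.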
USP2a inh: qHTS Assay for Inhibitors of Ubiquitin-specific Protease USP2a Using CHOP2 as the Reporter. Ubiquitin carboxyl-terminal hydrolase 2 (Homo sapiens), O75604. USP2 core, Ub-CHOP2 coupled fluorogenic reporter, 485/531. Potency, µM (top dose mostly 38.3 µM), without a hit: at the highest dose activity change, negative = inhibition, hits mostly inhibitors. 0.01% of 330,000 active. AID 463254, 2010;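 also: potency is read from the fitted curve at half-maximal effect; plate controls were DMSO wells for no effect and full inhibition by NEM control for full effect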
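Deubiquitinase activity read as fluorescence (485/531 nm) after Ub-CHOP2 cleavage activates the enterokinase reporter on its substrate; USP2 core 10nM, Ub-CHOP2 and substrate 25nM each, 30min compound preincubation then 60min RT; data normalized to NEM, curves fitted.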
B2AR arrestin: qHTS assay of beta-arrestin-biased ligands of beta2-adrenergic receptor; Beta-2 adrenergic receptor (Homo sapiens), P07550; beta-arrestin recruitment to beta2AR, cell-based reporter; Potency, µM (highest dose often 46.1 µM), for the others: at the top dose activation, most hits filed as activators; 0.02% of 330,000 active;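 also: potency is read from the fitted curve at half-maximal effect; 0% = DMSO controls and full agonism = EC100 isoproterenol or metaproterenol; nearly all actives have a fitted effect of over 65% in size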
Target sequence (P07550 whole entry, looked up): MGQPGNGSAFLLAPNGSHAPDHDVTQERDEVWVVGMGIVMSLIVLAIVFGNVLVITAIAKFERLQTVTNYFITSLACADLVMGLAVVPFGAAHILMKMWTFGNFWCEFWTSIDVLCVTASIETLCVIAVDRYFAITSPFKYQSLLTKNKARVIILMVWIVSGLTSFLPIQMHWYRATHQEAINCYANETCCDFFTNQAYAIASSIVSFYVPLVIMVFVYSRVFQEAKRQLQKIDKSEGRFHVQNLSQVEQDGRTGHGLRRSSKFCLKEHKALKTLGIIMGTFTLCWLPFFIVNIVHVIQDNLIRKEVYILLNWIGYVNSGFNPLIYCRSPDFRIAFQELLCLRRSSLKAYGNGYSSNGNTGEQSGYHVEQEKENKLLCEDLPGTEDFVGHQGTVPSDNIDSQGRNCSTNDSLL
Giardia killer: Small Molecules that selectively kill Giardia lamblia: qHTS; Giardia lamblia trophozoite viability; activity change, % at 7.66 µM, hits read low; 0.15% of 340,000 active; in the data active = activity change below about -80%; inconclusive = between about -30% and that limit;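 also: parasites exposed to compound for two days anaerobically before the ATP read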
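Each well holds 100 Giardia trophozoites and compound. After two days (48 hrs) at 37 deg C in anaerobic conditions, ATP is quantified by luminescence.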
uPA surface inh: qHTS for Inhibitors of Cell Surface uPA Generation. cell surface uPA generation assay, qHTS. 0.31% of 330,000 active. Potency, µM (series often up to 38.3 µM), without a hit: top-dose activity change, negative = inhibition, hits mostly inhibitors; active = well fitted inhibition curve with a large enough effect; inconclusive = small, poorly fitted or top-dose-only effect; inactive = no such curve, though single readings can be large or run the other way; tested in mouse RAW 264.7 cells; also: potency is read from the fitted curve at half-maximal effect; nearly all actives have a fitted effect of over 55% in size
GALK inh: qHTS Assay for Inhibitors of Human Galactokinase (GALK). P51570. Purified GALK, Kinase-Glo residual ATP luminescence. Potency, µM (doses to about 57.5 µM), for inactives: top-dose activity change, negative = inhibition, hits mostly inhibitors. 0.007% of 270,000 active; also: potency is read from the fitted curve at half-maximal effect
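Luminescence from leftover ATP (Ultra-Glo luciferase/luciferin) served as read-out after a 1 h room-temperature reaction of 5 nM GALK with 35 uM ATP and 100 uM galactose.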
PKM2 act: qHTS Assay for Activators of Human Muscle isoform 2 Pyruvate Kinase. Pyruvate kinase PKM (Homo sapiens), P14618. purified PKM2, Kinase-Glo ATP luminescence, activation; response scale: 0% is enzyme alone, no compound. Potency, µM (series often up to 57.5 µM), inactives show at the top dose activation, most hits filed as activators. 0.34% of 260,000 active; also: potency is read from the fitted curve at half-maximal effect; nearly all actives have a fitted effect of over 55% in size
Target sequence (P14618 whole entry, looked up, canonical isoform): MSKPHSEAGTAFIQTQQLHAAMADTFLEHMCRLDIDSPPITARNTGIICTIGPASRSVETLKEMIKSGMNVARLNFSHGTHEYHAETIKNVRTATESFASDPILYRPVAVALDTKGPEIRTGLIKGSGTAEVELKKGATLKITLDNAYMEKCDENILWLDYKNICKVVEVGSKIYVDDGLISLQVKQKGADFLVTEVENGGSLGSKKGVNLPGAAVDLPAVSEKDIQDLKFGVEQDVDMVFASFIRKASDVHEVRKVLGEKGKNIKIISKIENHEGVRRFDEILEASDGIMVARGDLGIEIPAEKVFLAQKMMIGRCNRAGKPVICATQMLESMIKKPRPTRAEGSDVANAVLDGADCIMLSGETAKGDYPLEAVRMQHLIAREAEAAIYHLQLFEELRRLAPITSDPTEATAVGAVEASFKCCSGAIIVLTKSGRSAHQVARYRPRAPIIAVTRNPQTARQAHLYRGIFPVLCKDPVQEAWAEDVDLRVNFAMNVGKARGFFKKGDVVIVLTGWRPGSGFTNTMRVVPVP
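Kinase-Glo luminescence reports ATP generated from ADP (0.1 mM) and PEP (0.5 mM) by purified hPK-M2 after 1 h at room temperature, pH 7.2 imidazole buffer; intermediate enzyme activity allows detecting inhibitors and activators.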
Eya2 phos inh: qHTS Assay for Inhibitors of the Phosphatase Activity of Eya2 | AID 488837, 2010 | Protein phosphatase EYA2 (Homo sapiens), O00167 | recombinant Eya2, OMFP fluorescence dephosphorylation (OMFP is methylfluorescein phosphate) | 0.006% of 330,000 active | Potency, µM (titrated, usually from 76.9 µM), without a hit: at the top dose activity, negative = inhibition, usual class: inhibitors; also: potency is read from the fitted curve at half-maximal effect
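Eya2 protein (added as 0.2 uM solution) was preincubated with compound for 10 min at ambient temperature in 50 mM HEPES pH 7.5, 50 mM NaCl, 5 uM MgCl2, 0.05% BSA, 1 mM DTT. OMFP (added at 50 uM) then reacted 10 min; fluorescence read at 485/525 nm.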
KCNH2 3.1 block: qHTS for Inhibitors of KCHN2 3.1: Mutant qHTS; 0.95% of 340,000 active; Potassium voltage-gated channel subfamily H member 2, brain isoform KCNH2 3.1 (human); AID 720553, 2013; activity change, % (tested at about 1.8 µM); U2OS KCNH2 3.1, thallium flux FluxOr; active compounds read low;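 active = maximum activity change below -70%; inconclusive = maximum activity change from -70% to -50%; inactive = maximum activity change above -50%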;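 also: thallium influx rate constant from kinetic fluorescence after stimulation buffer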
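Thallium flux read-out: FluxOr dye with Red40 quencher in HBSS/HEPES, 45 min at RT. Rate constants from kinetic reads were normalized to positive and negative DMSO controls. Cells: U2OS virally expressing the 3.1 isoform.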
FBPA coupling cs: qHTS Assay for Inhibitors of Fructose-1,6-bisphosphate Aldolase from Giardia Lamblia: Coupling assay counterscreen. 0.67% of 290,000 active. coupling enzyme system counterscreen, AmpLite Red fluorescence. activity change, negative = inhibition, % at 58.2 µM, hits read low; in the data active = activity change below about -30%
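Compounds tested against the coupling enzymes alone at 57.5 uM final; readout was AmpLite Red fluorescence (525/598 nm) after 20 min at RT.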
An asterisk follows results filed as active; u = inconclusive; x = not tested or not shown; [ ] = another dose, or the depositor's remark. Unless noted, calls follow the shape of the dose curve; as a rule, active = well fitted curve in the direction sought with a large enough effect; inconclusive = small, poorly fitted or top-dose-only effect, or another doubt; inactive = no such curve, though single readings can be large; an effect the other way counts as inactive or inconclusive. Unless noted, % is scaled to controls: 0 for no effect and ±100 for the full control effect.

No. | SMILES | Chronic BCR inh | hERG WT inh | USP2a inh | B2AR arrestin | Giardia killer | uPA surface inh
1 | O=C(NCc1ccccc1Cl)c1ccc(CS(=O)(=O)c2ccccc2)o1 | -1% | -8 | 1% | -0.3% | 4 | -3%
2 | O=S(=O)(NCc1csc(-c2ccccc2)n1)c1ccc(Cl)s1 | u | -17 | -8% | 0.0% | -4 | -5%
3 | Cc1ccc(CNC(=O)CN(C(=O)C2(C)CC(=O)N=C3C=CC=CN32)c2ccccc2)cc1 (stereo unspecified) | 4% | 0 | 2% | -0.3% | 15 | -2%
4 | COc1ccc(NC(=O)C(c2ccc(OC)cc2)N(C)C(=O)CNC(C)=O)cc1 (stereo unspecified) | -8% | -2 | -1% | -0.4% | -14 | 1%
5 | Cc1cccc2nc3c(nc12)CCCC3 | u | 13 | 1% | 0.2% | 15 | -5%
6 | N/C(=N/O)C(c1ccccc1)c1ccccc1 | 5% | 2 | -1% | -0.9% | -6 | 0%
7 | O=C(NCc1ccccc1Cl)C1CCCN(S(=O)(=O)c2cccc3nonc23)C1 (stereo unspecified) | 0% | -1 | 2% | -0.1% | -13 | -5%
8 | CC(C)CN(C(=O)CSc1nc2ccccc2c(=O)[nH]1)c1c(N)n(CC(C)C)c(=O)[nH]c1=O | u | 16 | 3% | -0.9% | 16 | 3%
9 | Cc1cc(=O)[nH]c(SCC(=O)c2ccc(F)c(C)c2)n1 | u | -3 | -1% | -0.3% | -2 | 5%
10 | O=C(c1c(F)c(F)c(F)c(F)c1F)N1CCN(c2cccc(C(F)(F)F)c2)CC1 | u | 6 | 0% | -0.2% | 13 | 3%
11 | O=C1CC(=O)N(c2ccccc2)N1c1ccccc1 | -3% | 2 | -1% | -2.2% | -3 | 3%
12 | C=CCn1c(-c2cccc(S(=O)(=O)N(CC)CC)c2)n[nH]c1=S | 5% | 4 | 1% | 0.1% | -3 | -4%

No. | GALK inh | PKM2 act | Eya2 phos inh | KCNH2 3.1 block | FBPA coupling cs
1 | 15% | 2% | -10% | 12 | 0
2 | 0% | -2% | -14% | -5 | -36*
3 | 0% | -1% | -4% | -3 | 0
4 | 1% | -7% | -8% | -1 | x
5 | 0% | x | -11% | 11 | 0
6 | 1% | -24% | -1% | 11 | 0
7 | -1% | -1% | -12% | 5 | -1
8 | x | x | 9% | -2 | x
9 | 3% | -1% | 1% | -4 | -1
10 | 0% | -6% | -5% | -4 | -5
11 | 1% | 15% | -3% | 0 | 3
12 | 0% | -7% | -8% | 9 | 0

Carrying on:
No. | SMILES | Chronic BCR inh | hERG WT inh | USP2a inh | B2AR arrestin | Giardia killer | uPA surface inh
13 | CCOC(=O)C(=CNc1ncccc1C)C(=O)OCC | u | 2 | 5% | -0.7% | -9 | -8%
14 | O=C(NCc1ccco1)C1CCC(N2C(=O)c3ccccc3C2=O)CC1 (stereo unspecified) | u | -2 | 2% | 0.3% | 21 | 9%
15 | COc1ccc(N2CCN(c3oc(-c4ccccc4OC)nc3C#N)CC2)cc1 | 0% | 8 | 0% | 0.0% | 12 | x
16 | O=C(CSc1nnnn1-c1cccc(F)c1)Nc1nc2ccccc2s1 | 16% | 8 | 3% | 0.0% | -17 | -5%
17 | O=C(Nc1ccc(F)cc1)N1CCC(c2nc3c(nnn3Cc3cccc(Cl)c3)c(=O)[nH]2)CC1 | u | -13 | -2% | -0.2% | 3 | x
18 | CC(c1ccccc1)n1c(-c2ccc(C(C)(C)C)cc2)n[nH]c1=S (stereo unspecified) | -12% | -5 | 1% | u | -1 | 2%
19 | ClCC1NCC(c2ccccc2Cl)c2c1[nH]c1ccccc21 (stereo unspecified) | u | -6 | -1% | -1.1% | 11 | u
20 | COc1ccc2[nH]c(C)c(CCNc3ccc(C(F)(F)F)cc3[N+](=O)[O-])c2c1 | u | 2 | -8% | -0.6% | -10 | 15%
21 | O=c1[nH][nH]c(-c2ccccc2)c1C=Nc1ccccc1 | u | 8 | 2% | -0.9% | -4 | -6%
22 | Cc1ccccc1NC(=S)NNC(=O)c1cccnc1 | 4% | -5 | 0% | 0.1% | -8 | 3%
23 | CC(=O)C(Sc1ncnc2sc3c(c12)CCCC3)C(C)=O | 0% | 1 | 1% | 0.0% | 11 | -2%
24 | COc1ccc(CN2CCN(C(=O)c3cc(OC)c(OC)c(OC)c3)CC2)cc1OC | u | 2 | 2% | 0.4% | -3 | x

No. | GALK inh | PKM2 act | Eya2 phos inh | KCNH2 3.1 block | FBPA coupling cs
13 | 0% | -2% | -11% | 0 | -3
14 | -1% | 0% | -3% | -3 | 7
15 | 1% | 11% | 21% | -44 | 2
16 | 0% | -12% | -2% | -5 | 3
17 | 0% | 1% | 27% | 3 | 4
18 | -4% | 1%[11.5 µM] | -5% | u | 0
19 | -2% | 0% | 9% | 1 | -12
20 | 0% | -5% | -3% | 4 | 3
21 | -2% | -1% | 4% | -5 | 4
22 | 3% | -12% | 14% | 9 | 1
23 | 11% | -2% | 0% | 6 | 4
24 | -3% | -3% | 1% | -4 | -3

The list goes on.
No. | SMILES | Chronic BCR inh | hERG WT inh | USP2a inh | B2AR arrestin | Giardia killer | uPA surface inh
25 | Brc1cccc2sc(N3CCCC3)nc12 | u | 3 | -1% | -0.2% | 5 | -4%
26 | CCOP(=O)(c1ccccc1)C(O)c1ccccc1 (stereo unspecified) | 3% | -1 | 1% | -0.8% | -20 | 2%
27 | O=c1cc(CSc2nnc(COc3ccccc3Cl)o2)nc2sccn12 | -13% | 0 | -4% | -0.2% | -15 | 10%
28 | CCOC(=O)C1=C(C)N(C)C(=O)NC1c1ccc(C)s1 (stereo unspecified) | u | -20 | 0% | 0.2% | -7 | 7%
29 | CCC(CC)C(=O)Nc1cc(C(=O)OC)cc(C(=O)OC)c1 | 1% | -5 | 1% | -0.9% | -10 | 0%
30 | Cc1noc(C)c1CSCC(=O)NCCN1C(=O)S/C(=C\c2ccccc2F)C1=O | u | 3 | 2% | 0.2% | 11 | -1%
31 | CC(C)c1ccc(-c2csc(NC(=O)c3cccs3)c2C(=O)O)cc1 | u | 2 | 5% | -0.2% | u | -19%
32 | O=C(Nc1c2c(nc3ccccc13)CCCC2)c1cccc([N+](=O)[O-])c1 | 0% | -10 | 0% | -0.1% | -8 | 1%
33 | CCc1ccc(N2C(=O)c3ccc4c5c(ccc(c35)C2=O)CC4)cc1 | 6% | 8 | -1% | -0.2% | 0 | 1%
34 | COc1cc(NC(=O)Cn2cnc3c(NCc4ccccc4)ncnc32)cc(OC)c1OC | u | 6 | 3% | 0.5% | 4 | 1%
35 | Cc1cccc(C)c1NC(=O)CNC(=O)C(C)NC(C)c1ccccc1Br (stereo unspecified) | -1% | -15 | 3% | -0.3% | 16 | -5%

No. | GALK inh | PKM2 act | Eya2 phos inh | KCNH2 3.1 block | FBPA coupling cs
25 | 1% | 0% | -14% | 8 | 4
26 | -3% | -1% | 1% | 1 | 1
27 | -1% | 25µM* | 5% | -3 | 0
28 | -2% | -3% | 3% | 1 | -3
29 | 0% | 1% | 4% | 17 | 3
30 | x | x | 8% | -1 | x
31 | 1% | -1% | 11% | 8 | 2
32 | x | 0% | 4% | 9 | 1
33 | -3% | -1% | u | -4 | 5
34 | x | x | 6% | -4 | x
35 | x | x | -9% | -49 | x

An excerpt from above in order of length of the SMILES, low to high:
No. | SMILES | Chronic BCR inh | hERG WT inh | USP2a inh | B2AR arrestin | Giardia killer | uPA surface inh
27 | O=c1cc(CSc2nnc(COc3ccccc3Cl)o2)nc2sccn12 | -13% | 0 | -4% | -0.2% | -15 | 10%
31 | CC(C)c1ccc(-c2csc(NC(=O)c3cccs3)c2C(=O)O)cc1 | u | 2 | 5% | -0.2% | u | -19%
33 | CCc1ccc(N2C(=O)c3ccc4c5c(ccc(c35)C2=O)CC4)cc1 | 6% | 8 | -1% | -0.2% | 0 | 1%
30 | Cc1noc(C)c1CSCC(=O)NCCN1C(=O)S/C(=C\c2ccccc2F)C1=O | u | 3 | 2% | 0.2% | 11 | -1%

No. | GALK inh | PKM2 act | Eya2 phos inh | KCNH2 3.1 block | FBPA coupling cs
27 | -1% | 25µM* | 5% | -3 | 0
31 | 1% | -1% | 11% | 8 | 2
33 | -3% | -1% | u | -4 | 5
30 | x | x | 8% | -1 | x
